DDE Tn6 FP inh: DD(E)-Tn6 binding inhibition, primary FP screen. inhibition, % at 8.3 µM. Fibrin DD(E) TRITC-Tn6 fluorescence polarization displacement. actives 0.21% (n = 370,000). P02675;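 active means inhibition above a per-campaign cutoff: mean of compounds within control limits plus 3 SD, cut at about 15% in these data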;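 further: 0% = median of all compound wells on the plate and 100% = blocking peptide control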
PLCg1 inh: inhibitors of human phospholipase C gamma1. P19174. purified PLC-gamma1, fluorogenic substrate, fluorescence. inhibition, % at 12.2 µM. actives 0.84% (n = 370,000); in the data active means inhibition above about 9.5%
Target sequence (P19174 whole entry, looked up): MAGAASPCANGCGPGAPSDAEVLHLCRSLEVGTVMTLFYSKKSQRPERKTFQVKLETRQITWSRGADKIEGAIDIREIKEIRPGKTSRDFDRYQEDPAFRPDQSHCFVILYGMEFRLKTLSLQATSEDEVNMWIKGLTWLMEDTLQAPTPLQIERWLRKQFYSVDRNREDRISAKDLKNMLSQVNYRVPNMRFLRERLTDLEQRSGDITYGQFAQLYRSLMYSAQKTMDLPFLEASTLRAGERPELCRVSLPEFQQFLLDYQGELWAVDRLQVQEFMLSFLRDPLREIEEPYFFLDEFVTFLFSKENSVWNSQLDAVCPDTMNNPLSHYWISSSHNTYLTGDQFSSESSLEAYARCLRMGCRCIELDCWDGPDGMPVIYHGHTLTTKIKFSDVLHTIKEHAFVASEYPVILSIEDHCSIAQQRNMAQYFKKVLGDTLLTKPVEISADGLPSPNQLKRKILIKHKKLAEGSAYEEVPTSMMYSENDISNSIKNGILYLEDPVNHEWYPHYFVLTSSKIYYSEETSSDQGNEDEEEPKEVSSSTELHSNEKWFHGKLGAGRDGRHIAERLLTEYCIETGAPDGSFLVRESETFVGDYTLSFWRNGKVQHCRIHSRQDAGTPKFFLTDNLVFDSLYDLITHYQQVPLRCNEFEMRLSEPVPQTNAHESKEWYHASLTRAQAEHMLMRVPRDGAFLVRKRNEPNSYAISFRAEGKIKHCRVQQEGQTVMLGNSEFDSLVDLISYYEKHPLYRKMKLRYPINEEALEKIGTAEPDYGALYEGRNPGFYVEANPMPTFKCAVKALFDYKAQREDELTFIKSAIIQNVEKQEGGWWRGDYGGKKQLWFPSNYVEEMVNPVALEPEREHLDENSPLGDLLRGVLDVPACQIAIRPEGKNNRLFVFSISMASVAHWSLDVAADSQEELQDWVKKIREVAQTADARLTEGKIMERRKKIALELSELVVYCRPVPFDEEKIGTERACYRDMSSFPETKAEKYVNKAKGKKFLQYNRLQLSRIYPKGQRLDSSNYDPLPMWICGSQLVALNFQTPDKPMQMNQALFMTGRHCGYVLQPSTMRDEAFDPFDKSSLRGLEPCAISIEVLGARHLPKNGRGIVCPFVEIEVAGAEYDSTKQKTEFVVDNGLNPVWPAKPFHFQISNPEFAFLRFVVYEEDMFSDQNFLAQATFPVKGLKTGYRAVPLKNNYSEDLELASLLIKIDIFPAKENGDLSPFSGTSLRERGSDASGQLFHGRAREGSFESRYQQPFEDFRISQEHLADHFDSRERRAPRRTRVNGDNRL
ARFGAP1 inh: inhibitors of rat ARFGAP1 | inhibition, % at 16.5 µM | AID 651572 | Q62848 | actives 0.26% (n = 360,000) | Arfgap1-stimulated ARF1 GTP hydrolysis, GDP FP detection;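 active means inhibition above a per-plate limit, mean inhibition of low control wells plus 3 SD, cut at about 25% in these data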;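 further: 0% = DMSO wells with enzyme and 100% = wells lacking Arfgap1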
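System: truncated rat Arfgap1 GAP domain / Medium: HEPES-based buffer, pH 7.5 / Also added: N-terminally truncated human ARF1-GTP substrate / Incubation: enzyme reaction 120 min at 25 °C after 20 min preincubation / Measured by: FP of antibody-bound GDP Alexa 633 tracer, ex 620/em 688 nm / Replicates: singlicate, each compound tested once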
DDE Tn7 FP inh: DD(E)-Tn7 binding inhibition, primary FP screen. FP displacement of FITC-Tn7 peptide from fibrin DD(E); 0% = median of compound wells per plate. inhibition, % at 8.3 µM. actives 0.13% (n = 370,000);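 active means inhibition above the mean of compounds falling within the control limits plus 3 SD of them, cut at about 14% in these data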;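 further: 0% = plate median of compound wells and 100% = 10 µM Aha-Tn7 peptide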
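assay system = human clot-derived fibrin DD(E) complex | quantity = Fibrin-DD(E) at 2 µM final | timing = 10 min preincubation, 3 h with tracer, room temperature | signal = fluorescence polarization | measure = percent inhibition | benchmarks = high control wells with 10 µM unlabelled Aha-Tn7 peptide (full inhibition) | replicates = singlicate testing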
proKLK7 act: activates the human kallikrein-7 zymogen; P49862; purified proKLK7, EDANS-DABCYL substrate fluorescence; 100% is mature enzyme control, 0% vehicle; activation, % at 7 µM; actives 0.9% (n = 370,000); AID 652039;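 active means activation above the mean of all tested compounds plus 3 SD, computed per campaign excluding outliers beyond control limits, cut at about 13% in these data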
TDP2 absorb: blocks human TDP2 phosphodiesterase activity; O95551; recombinant TDP2, T5PNP hydrolysis, p-nitrophenol absorbance 415 nm; inhibition, % at 12.8 µM; actives 0.34% (n = 370,000);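 active means inhibition above the mean of all tested compounds plus 3 SD, set per campaign, cut at about 25% in these data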;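 further: 0% = DMSO with enzyme and 100% = buffer with substrate but no TDP2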
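System: recombinant human TDP2 / Amount: 120 nM TDP2 per well / Also added: 5 mM T5PNP chromogenic substrate / Doses: 12.8 µM single point, 1% DMSO / Incubation: 2 h at 37 °C / Detection: p-Nitrophenol epi absorbance / Evaluation: % inhibition relative to enzyme-containing and enzyme-free wells / Repeats: singlicate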
ADAM10 inh: inhibits human ADAM10. O14672. recombinant ADAM10, EDANS/DABCYL FRET peptide cleavage, 3 h. inhibition, % at 7 µM. actives 0.62% (n = 370,000). AID 720582;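 active means inhibition above a per-campaign cutoff equal to the mean of compounds falling between control-based bounds plus 3 SD, cut at about 20% in these data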;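 further: 0% = DMSO wells while the 100% control is not disclosed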
ASAP1 GAP inh: blocks human ASAP1-stimulated Arf1 GTP hydrolysis | Q9ULH1 | inhibition, % at 16.5 µM | actives 0.19% (n = 360,000) | GDP FP detection; in the data active means inhibition above about 25%;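 further: 0% = vehicle with enzyme and substrate and 100% = no enzyme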
ADAM17 inh: inhibitors of human ADAM17. P78536. recombinant ADAM17, EDANS/DABCYL FRET peptide cleavage. inhibition, % at 6.95 µM. actives 0.83% (n = 370,000). AID 720648;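 active means inhibition above the mean of compounds lying between control limits plus 3 SD, set per campaign, cut at about 8.5% in these data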;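 further: 0% = DMSO-only wells as the low control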
LEDGF integ inh: blocks HIV-1 LEDGF/p75-dependent DNA integration; inhibition, % at 3.7 µM; AID 743269; TR-FRET IN-LEDGF/p75 DNA integration, Eu/Cy5; actives 0.64% (n = 370,000);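 active means inhibition above the screen-wide mean plus 3 SD, cut at about 13% in these data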;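 further: signal is the Cy5 over europium emission ratio at 671 and 618 nm; 0% = plate median of compound wells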
Numbers without * were called inactive; i = inactive; / = not tested or not shown.

structure,LEDGF integ inh,ARFGAP1 inh,ADAM10 inh,PLCg1 inh,DDE Tn6 FP inh,ADAM17 inh,DDE Tn7 FP inh,TDP2 absorb,ASAP1 GAP inh,proKLK7 act
O=C(OCC(=O)N1CCCc2ccccc21)c1ccccc1[N+](=O)[O-],1.0,0.9,-0.7,-3.5,5.5,-3.6,-6.4,1.4,0.7,0.0
Cc1cc(OC(C)C(=O)NNC(=O)Nc2ccc(F)cc2F)cc(C)c1Cl (centres undefined),6.1,6.0,12.2,-2.4,2.9,4.9,-3.5,-9.9,-3.9,0.2
CCN(CC)c1ccc(S(=O)(=O)N2CCOCC2)cc1NC(=O)CNCc1ccccc1,2.6,5.7,-2.3,-3.1,13.6,-1.6,7.4,-0.2,-23.5,0.1
Cc1cc(OCCCN2CCCC2)ccc1Cl,5.6,2.1,6.5,1.8,0.6,0.4,-11.1,-13.1,14.1,-0.2
COc1cc2c(cc1OC)CN(C(=O)C(C)(C)C)CC2,1.8,-12.2,1.6,-13.4,4.8,-6.1,-3.5,1.9,-5.9,1.6
COc1ccc(-c2nc3cc(C)ccn3c2NC(=O)c2ccccc2OC)cc1,3.9,-5.2,-12.8,-11.1,-2.6,-3.9,-1.3,1.3,0.2,0.3
Cc1nc(SCC(=O)N2CCC(C(N)=O)CC2)n[nH]1,0.8,13.8,-6.4,0.8,2.8,-5.4,-4.3,7.5,-5.4,-0.8
CC(=O)NC(c1cccc(F)c1)c1nc(-c2cccs2)cs1 (centres undefined),-0.2,11.4,-6.8,2.0,-8.4,-0.7,0.3,-2.5,6.4,0.0
C/C(=N\NC(=O)C1COc2ccccc2O1)c1ccccn1 (centres undefined),-2.3,0.7,7.4,-2.5,-0.9,1.9,-3.4,12.2,3.1,-0.2
COC(=O)Nc1c(-c2ccccc2)nc2ccccn12,-0.2,-2.5,-314.1,-77.8,5.9,-102.6,3.3,1.0,1.2,0.7
Nc1nn(S(=O)(=O)c2ccccc2)cc1-c1ccc([N+](=O)[O-])cc1,-0.8,-9.8,7.3,1.5,2.4,4.2,-4.9,9.8,2.4,-0.3
COc1ccc(C(=O)Nc2ccc(C3=NNC(=O)CC3C)cc2NC(=O)c2ccc(OC)cc2)cc1 (centres undefined),1.2,8.9,1.0,-1.6,-2.9,-2.7,0.6,-2.1,18.5,-1.6
CCCCC1=CC2=CC(=O)C(C)(OC(=O)CC)C(=O)C2=CN1CC(C)C (centres undefined),-0.9,18.0,-71.4,-78.2,-3.4,-16.6,0.6,1.2,-2.8,-1.2
O=C(COC(=O)c1ccc(Cl)nc1)Nc1ccc2c(c1)OCO2,1.4,1.7,-6.8,-2.8,3.3,-2.2,-7.5,9.7,-15.7,0.6
CCOC(=O)C1=C[C@@H](c2ccccc2)N(S(=O)(=O)c2ccc(C)cc2)[C@H]1c1ccc(OC)cc1,1.0,-5.3,-0.9,0.4,-3.1,-0.6,11.1,-0.5,-1.6,0.2
Cc1nc(SCC(=O)Nc2ccc(F)cc2)c(C#N)c(C)c1CC(=O)c1ccc(Br)cc1,0.0,-7.4,-4.6,-0.7,-0.8,-3.9,-3.6,-0.2,-1.2,0.3
CSc1nc(C)c(C(=O)C[n+]2ccc(C)cc2)cc1C#N,-0.7,-3.4,-3.7,-5.8,-3.5,0.5,2.9,11.0,-8.4,0.0
CC(=O)Nc1ccccc1C(=O)C(=O)Nc1cccc(Br)c1,-1.9,2.4,1.3,-0.4,-3.2,-1.4,-2.2,10.4,5.6,-0.6
CC(NC(=O)/C(=C/c1ccc2c(c1)OCO2)NC(=O)c1cccc([N+](=O)[O-])c1)C(=O)O (centres undefined),2.6,-9.0,6.3,-0.4,0.2,2.1,-10.5,-8.3,8.5,-0.8
CC1CCCN(C(=O)COC(=O)Cc2c[nH]c3ccccc23)C1 (centres undefined),0.8,15.7,-2.6,-5.0,-5.9,-2.0,-2.8,2.5,-3.9,0.6
COC(=O)[C@]12C[C@H](CC(=O)NCC34CC5CC(CC(C5)C3)C4)C(=O)N(Cc3ccccc3)C1=C[C@H](COCc1ccccc1)O[C@@H]2C,-1.5,/,9.9,-0.2,-3.6,3.3,-0.4,0.7,/,0.0
Cc1cc(C)nc(NCCO)n1,2.5,-10.3,-1.7,3.8,11.3,-3.4,4.7,5.4,-12.2,-0.2
COc1ccc(NS(=O)(=O)c2ccc(-c3ccccn3)s2)cc1,6.2,5.8,21.7*,6.3,-4.3,4.9,-0.1,-6.5,-11.9,0.0
CC1(C)Cc2c(C#N)c(OCC(=O)c3ccc(Cl)cc3)nc(-c3ccco3)c2CO1,-1.2,0.1,-5.1,3.2,2.9,-2.5,-8.9,4.4,6.1,0.8
CCN1CCCC1Cn1cnc2c([nH]c3ccc(OC)cc32)c1=O (centres undefined),-0.7,11.3,-444.8,-181.1,-0.8,-154.1,-3.8,-5.9,-8.0,23.8*
Cc1cc(=O)n2cccc(O)c2n1,-9.7,-8.0,i,-320.8,2.6,-177.6,7.8,2.8,-13.5,-29.5
O=C(N/N=C/c1ccncc1)/C(=C/c1ccccc1)NC(=O)c1ccccc1,-2.8,-1.0,-9.3,0.4,4.6,-2.1,3.1,-0.3,2.6,-0.2
COc1cc(CNCc2ccccn2)ccc1OCC(=O)NC(C)(C)C,-1.0,-1.6,1.2,1.0,-8.5,2.9,-2.7,-21.4,3.2,0.0
C[C@]12c3[nH]c4ccc(Cl)cc4c3CCN1C(=O)[C@@H](CC(=O)NCCC1=CCCCC1)C[C@@H]2C(=O)N1CCCCC1,2.6,-3.2,-1.0,5.0,4.0,1.8,-1.4,-9.2,-6.0,0.6
CCc1ccc(C2CC(=O)N(c3cccc(F)c3)C3=C2C(=O)OC3)cc1 (centres undefined),4.3,5.2,10.8,2.1,-0.8,-3.0,0.9,-5.5,0.6,-0.2

Given with each value named: entries from further up
canonical_smiles: CC(=O)NC(c1cccc(F)c1)c1nc(-c2cccs2)cs1 (centres undefined)
  LEDGF integ inh = -0.2 | ARFGAP1 inh = 11.4 | ADAM10 inh = -6.8 | PLCg1 inh = 2.0 | DDE Tn6 FP inh = -8.4 | ADAM17 inh = -0.7 | DDE Tn7 FP inh = 0.3 | TDP2 absorb = -2.5 | ASAP1 GAP inh = 6.4 | proKLK7 act = 0.0
canonical_smiles: COC(=O)[C@]12C[C@H](CC(=O)NCC34CC5CC(CC(C5)C3)C4)C(=O)N(Cc3ccccc3)C1=C[C@H](COCc1ccccc1)O[C@@H]2C
  LEDGF integ inh = -1.5 | ARFGAP1 inh = / | ADAM10 inh = 9.9 | PLCg1 inh = -0.2 | DDE Tn6 FP inh = -3.6 | ADAM17 inh = 3.3 | DDE Tn7 FP inh = -0.4 | TDP2 absorb = 0.7 | ASAP1 GAP inh = / | proKLK7 act = 0.0

Following part
structure,LEDGF integ inh,ARFGAP1 inh,ADAM10 inh,PLCg1 inh,DDE Tn6 FP inh,ADAM17 inh,DDE Tn7 FP inh,TDP2 absorb,ASAP1 GAP inh,proKLK7 act
CCOC(=O)NC(=O)CSc1nnc(C2CC2)n1Cc1ccco1,3.1,0.7,13.2,0.1,3.7,2.3,0.9,-3.0,-14.0,0.9
O=C(OCCCN1CCCC1)C1(c2ccccc2)CCCC1,-4.3,15.1,2.9,0.9,2.0,-3.1,-2.5,10.3,9.4,0.1
COc1ccc(/C(N)=N/OC(=O)C2CCC(=O)N2S(=O)(=O)c2ccc(C)cc2)cc1 (centres undefined),-5.1,1.7,3.4,-0.1,-5.8,-2.4,2.2,1.8,-2.3,0.4
O=C1CC2(CCCCC2)Oc2ccccc21,-2.1,2.6,-8.2,-1.1,0.1,-6.2,2.1,7.6,-7.0,-1.9
CCOC(=O)c1ccc(C(=S)N2CCCC2)cc1,-1.7,16.6,3.4,1.8,2.6,-2.2,0.6,22.5,-8.1,-0.2
O=C(Nc1ccccc1N1CCOCC1)c1ccc2ccccc2n1,-3.5,1.6,2.9,-2.7,-2.6,4.5,6.0,8.0,3.1,-0.6
COc1ccc(S(=O)(=O)NC(C)C(=O)NCc2ccncc2)cc1Cl (centres undefined),2.9,3.7,-0.1,-2.6,-0.7,0.7,-4.8,6.7,6.1,0.2
CCC(=O)c1cn([C@@H](CCC(OC)OC)CC(=O)OC(C)(C)C)cc1CC,2.1,0.8,4.7,0.8,1.0,7.0,1.5,-19.1,-0.8,0.6
Cc1cc(C(O)c2ncc(-c3cccc4ccccc34)[nH]2)ccc1F (centres undefined),-0.3,-14.1,-70.1,-16.4,2.7,-14.6,8.6,-2.8,-5.0,-0.1
Cn1c(=O)cc(SCC(=O)NCCN2CCN(c3ccccc3F)CC2)c2cc(Cl)ccc21,-2.4,0.7,-4.1,-3.4,-3.0,-0.2,6.9,5.0,11.6,0.5
Cc1cc(C)n(-c2ccc(C)c(Cl)c2)n1,-2.3,-1.7,11.8,1.1,-4.5,0.3,1.7,0.6,-16.1,-0.9
Cc1ccc(N(C(=O)c2csnn2)C(C(=O)NC2CCCCC2)c2ccncc2)c(C)c1 (centres undefined),0.6,9.5,1.1,-2.0,8.2,-0.9,1.5,9.8,1.1,0.4
COc1ccccc1-n1c(SC)nc(O)cc1=O,-0.6,-3.5,-21.4,4.3,-5.8,-1.9,0.8,-12.5,4.1,-0.2
CC(C)C(=O)N1CCCC1(C)C(=O)Nc1ccc(-n2cccc2)cc1 (centres undefined),1.6,8.3,0.2,1.1,9.4,-0.7,5.5,-6.0,-3.6,-0.1
